Rab7 wt modul: modulators of GTP binding to dog Rab7 wildtype GTPase | GST-Rab7 beads, fluorescent GTP binding, flow cytometry; actives lie on both sides; untreated = 100%, excess cold GTP = 0% | GTP binding activity (percent of control), % at 10 µM | 190,000 compounds, 0.055% hits;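 active means fluorescent GTP binding to Rab7 beads changed by at least 20 points from the 100% baseline, either direction, mostly lower; inconclusive means compound itself probably fluorescent, or too few beads counted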;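 further: median green fluorescence of bound Bodipy-FL-GTP per Rab7 bead population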
Rac1 act GTP bind: alters GTP binding to activated mutant human Rac1. 190,000 compounds, 0.11% hits. percent activity (GTP binding), % at 10 µM. P63000. GST-Rac1 activated beads, fluorescent GTP binding, flow cytometry; actives lie on both sides; 100% means binding = to untreated wells;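 active means GTP binding at least 20 percentage points away from the 100% baseline, in either direction, so actives lie on both sides; inconclusive means Compound likely fluorescent itself, or too few beads counted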
Cdc42 wt GTP: human Cdc42 wildtype GTP binding change, either direction. P60953. GST-Cdc42 beads, Bodipy-GTP binding, flow cytometry; actives lie on both sides. percent activity (GTP binding), % at 10 µM. 190,000 compounds, 0.2% hits;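 active means percent activity GTP binding at least 20 points away from the 100% baseline, either down as inhibitor or up as activator; inconclusive means compound flagged as likely green fluorescent from well-wide comparison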;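 further: median bead fluorescence of bound Bodipy-FL-GTP at 100 nM; 0% = excess unlabeled GTP control and 100% = no compound control; below 100% means less GTP binding so inhibitor and above means activator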
Target sequence (P60953 whole entry, looked up): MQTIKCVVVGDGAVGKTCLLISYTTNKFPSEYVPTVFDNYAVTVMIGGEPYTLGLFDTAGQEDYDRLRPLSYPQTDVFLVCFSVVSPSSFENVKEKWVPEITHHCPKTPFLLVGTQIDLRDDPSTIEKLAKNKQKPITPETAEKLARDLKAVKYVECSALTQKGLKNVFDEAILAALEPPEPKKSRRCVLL
Mcl1-Noxa inh: disrupts binding of human Mcl-1 to Noxa peptide | Q07820 | TR-FRET Mcl-1/Noxa peptide binding, 2 h | inhibition, % at 21.7 µM | 220,000 compounds, 1.5% hits | AID 1022;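 active means compounds that cut the protein-peptide binding signal by more than 50% relative to plate controls in a single-dose test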;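 further: His-tagged Mcl-1 with rhodamine Noxa BH3 peptide and terbium anti-His antibody; 0% = Mcl-1 plus Noxa peptide wells and 100% = peptide-only wells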
Target sequence (Q07820 whole entry, looked up): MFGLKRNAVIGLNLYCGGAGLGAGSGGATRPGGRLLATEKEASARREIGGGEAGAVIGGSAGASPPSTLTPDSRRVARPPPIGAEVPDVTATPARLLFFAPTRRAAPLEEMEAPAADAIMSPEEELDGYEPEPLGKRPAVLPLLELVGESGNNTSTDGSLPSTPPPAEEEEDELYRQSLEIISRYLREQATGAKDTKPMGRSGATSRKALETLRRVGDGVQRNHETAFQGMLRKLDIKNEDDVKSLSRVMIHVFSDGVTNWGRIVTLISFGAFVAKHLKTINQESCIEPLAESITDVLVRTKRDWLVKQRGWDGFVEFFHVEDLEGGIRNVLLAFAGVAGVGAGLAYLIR
Rab2 wt GTP: changes GTP binding to wildtype dog Rab2A, up or down; 190,000 compounds, 0.19% hits; GST-Rab2 wt beads, Bodipy-GTP binding, flow cytometry; GTP binding activity, % at 10 µM; AID 760; P61105;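 active means GTP binding activity at least 20 points away from 100%, either lowered or raised; inconclusive means signal likely due to the compound's own green fluorescence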;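 further: 0% = beads with excess unlabeled GTP and 100% = no-compound control corrected for plate trend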
ABCG2 block: blocks JC-1 efflux by human ABCG2 transporter | 190,000 compounds, 0.1% hits | Q9UNQ0 | inhibition, % at 6.6 µM | IgMXP3 cells, flow cytometry | AID 1325;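 active means inhibition above 80%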;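 further: 0% = DMSO and 100% = nicardipine control wells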
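Test system: ABCG2 IgMXP3 and barcoded ABCB1 CCRF-Adr cell mix; Schedule: cells with compound and JC-1, 10 min at 25 °C, rotating, no wash; Technique: flow cytometry of retained JC-1 fluorescence; Measure: % inhibition of efflux relative to nicardipine and DMSO; Controls: nicardipine high and DMSO low controls.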
ABCB1 inh: inhibitors of human ABCB1 transporter, ABCG2 counter-screen; AID 1326; P08183; CCRF-Adr cells, JC-1 efflux, flow cytometry; inhibition, % at 6.6 µM; 190,000 compounds, 0.067% hits; in the data active means inhibition above about 40%;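 further: 0% = vehicle and 100% = reference inhibitor; higher value means more JC-1 retained so stronger ABCB1 efflux block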
Rac1 wt GTP bind: alters GTP binding to wildtype human Rac1; P63000; GST-Rac1 beads, fluorescent GTP binding, flow cytometry; actives lie on both sides; 0 = cold GTP competed, 100 = untreated; GTP binding activity (% of control), % at 10 µM; 190,000 compounds, 0.27% hits;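 active means GTP binding activity at least 20 points away from the 100% control level, either lower or higher; inconclusive means compound flagged as likely green fluorescent, judged across all proteins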
Avidin fluor: avidin bead compound fluorescence profile. 220,000 compounds, 0.38% hits. Avidin beads, compound fluorescence 488/530 nm, flow cytometry; stronger effect = higher value. fluorescence (KMESF) at 10 µM; in the data active means fluorescence above about 47; further: inactives centre near 10
Pf gamet viab: kills late stage P. falciparum gametocytes; P. falciparum stage V gametocytes, ATP luminescence, 24 h; inhibition, % at 10.9 µM; 150,000 compounds, 0.065% hits; AID 743093;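 active means inhibition above the mean plus 3 SD of compounds within the control limits, set per campaign, cut at about 38% in these data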;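 further: 0% = DMSO wells and 100% = medium only without gametocytes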
HRas wt GTP bind: changes GTP binding to wildtype human HRas; P01112; GST-Ras wt beads, Bodipy-FL-GTP binding, flow cytometry; actives lie on both sides; GTP binding activity, % at 10 µM; 190,000 compounds, 0.14% hits; AID 759;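 active means GTP binding activity at least 20% away from the 100% baseline, either lowered as inhibitor or raised as activator; inconclusive means flagged as likely green fluorescent, judged across all proteins in the well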;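 further: 0% = unlabeled GTP competition control and 100% = no-compound control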
Target sequence (P01112 whole entry, looked up): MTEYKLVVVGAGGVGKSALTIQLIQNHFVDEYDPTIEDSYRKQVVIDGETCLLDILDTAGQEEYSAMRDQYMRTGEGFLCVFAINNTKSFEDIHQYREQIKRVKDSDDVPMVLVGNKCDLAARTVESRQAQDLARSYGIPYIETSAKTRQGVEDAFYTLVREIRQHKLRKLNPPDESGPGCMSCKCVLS
* hit, by the source's call; ? = inconclusive; . = no result given. No enrichment for hits; overall some 2.3% were active at least once.

1) Cc1cccc(CSc2nnc(NC(=O)c3ccco3)s2)c1
2) C=CCNC(=O)c1ccccc1NC(=O)c1ccccc1C
3) O=[N+]([O-])c1cccc(-c2nc(Oc3ccc(Cl)cc3)c3ccccc3n2)c1
4) Cc1cccc(NC(=O)CN2C(=O)N/C(=C/c3ccc(-c4cccc(C(=O)O)c4C)o3)C2=O)c1
5) O=C(Cn1cc(C(F)(F)F)ccc1=O)NC(c1ccccc1)c1ccccc1
6) COc1ccc(NCC(=O)N/N=C/C(C)c2ccccc2)cc1 (stereo unspecified)
7) COc1cc(C)nc2nc(SCc3ccccc3)nn12
8) CC(C)Sc1nc2ccccc2c(=O)[nH]1

Screen / compound no. | 1 | 2 | 3 | 4 | 5 | 6 | 7 | 8
Rab7 wt modul | 94 | 102 | 94 | 93 | 95 | 104 | 98 | 101
Rac1 act GTP bind | 95 | 94 | 102 | 92 | 98 | 101 | 100 | 96
Cdc42 wt GTP | 98 | 96 | 102 | 93 | 103 | 95 | 98 | 102
Mcl1-Noxa inh | 18 | -10 | 10 | 8 | 5 | -7 | 20 | -2
Rab2 wt GTP | 93 | 98 | 101 | 92 | 99 | 99 | 100 | 101
ABCG2 block | 2 | 2 | 4 | -2 | 5 | 0 | 3 | 3
ABCB1 inh | 0.1 | -0.1 | 0.3 | -0.6 | 0.7 | 0.0 | 0.6 | 0.4
Rac1 wt GTP bind | 95 | 98 | 102 | 97 | 105 | 100 | 103 | 99
Avidin fluor | 28 | 6 | 15 | 9 | 13 | 27 | 10 | 9
Pf gamet viab | -8 | . | . | -6 | -29 | 0 | . | -4
HRas wt GTP bind | 96 | 98 | 103 | 91 | 100 | 101 | 100 | 100

9) COc1ccccc1CN1CCNC(=O)C1CC(=O)NC1Cc2ccccc2C1 (stereo unspecified)
10) Cc1cc(NC(=O)c2cc3nc(C4CC4)cc(C(F)(F)F)n3n2)no1
11) CC(C)(C)c1ccc(C(CC(=O)O)NC(=O)CCCc2ccccc2)cc1 (stereo unspecified)
12) CC(C)OC(=O)CSc1n[nH]c(-c2cccnc2)n1
13) Cc1cc(C(=O)N/N=C/c2cccc(Cl)c2Cl)no1
14) O=C(C/C=N\OCc1ccc([N+](=O)[O-])cc1)Nc1ccc(Br)cc1
15) CC(=O)N1N=C(c2ccc(Cl)cc2)OC1c1ccc(C(C)C)cc1 (stereo unspecified)
16) O=C(Cn1cnc2ccccc21)NC(c1ccccc1)c1ccccc1

Screen / compound no. | 9 | 10 | 11 | 12 | 13 | 14 | 15 | 16
Rab7 wt modul | 102 | 101 | 97 | ? | 101 | 104 | 103 | 97
Rac1 act GTP bind | 98 | 98 | 90 | ? | 102 | 90 | 101 | 96
Cdc42 wt GTP | 98 | 100 | 92 | ? | 104 | 98 | 107 | 101
Mcl1-Noxa inh | 4 | 16 | 7 | 17 | -15 | 18 | -7 | 0
Rab2 wt GTP | 98 | 98 | 94 | ? | 105 | 99 | 102 | 102
ABCG2 block | 1 | 6 | 0 | 6 | 2 | 20 | 2 | 2
ABCB1 inh | 1.3 | 0.5 | 0.4 | 1.1 | 0.1 | 1.6 | 0.3 | 0.3
Rac1 wt GTP bind | 99 | 100 | 94 | ? | 105 | 101 | 107 | 97
Avidin fluor | 3 | 12 | 5 | 7 | 11 | 38 | 39 | 9
Pf gamet viab | . | . | 13 | . | . | 2 | 19 | -10
HRas wt GTP bind | 100 | 100 | 94 | ? | 103 | 97 | 105 | 100

3 of the entries above in order of the Rab2 wt GTP value, highest first.
| entry | compound | Rab2 wt GTP |
| --- | --- | --- |
| 16 | O=C(Cn1cnc2ccccc21)NC(c1ccccc1)c1ccccc1 | 102 |
| 14 | O=C(C/C=N\OCc1ccc([N+](=O)[O-])cc1)Nc1ccc(Br)cc1 | 99 |
| 11 | CC(C)(C)c1ccc(C(CC(=O)O)NC(=O)CCCc2ccccc2)cc1 (stereo unspecified) | 94 |

Next section.
17) COc1ccccc1CNC(=O)CCC(=O)Nc1nnc(C(C)C)s1
18) CCOC(=O)N1CCC(NC(=O)c2ccc3c(Cl)c4c(nc3c2)CCCC4)CC1
19) O=C(CSc1nncc(=O)[nH]1)NCc1ccccc1
20) CCc1ccccc1NC(=O)c1ccc(NS(C)(=O)=O)cc1
21) CCc1ccc2nc(N3CCN(C)CC3)c(C#N)cc2c1

Screen / compound no. | 17 | 18 | 19 | 20 | 21
Rab7 wt modul | 99 | 95 | 96 | 98 | 99
Rac1 act GTP bind | 100 | 97 | 96 | 93 | 95
Cdc42 wt GTP | 101 | 97 | 96 | 98 | 96
Mcl1-Noxa inh | -14 | 12 | 6 | 5 | 7
Rab2 wt GTP | 99 | 98 | 97 | 95 | 96
ABCG2 block | 1 | 9 | 1 | 24 | -3
ABCB1 inh | 0.5 | 2.5 | 0.4 | 1.4 | -2.1
Rac1 wt GTP bind | 107 | 99 | 97 | 98 | 101
Avidin fluor | 24 | 20 | 9 | 10 | 6
Pf gamet viab | 3 | . | . | -2 | .
HRas wt GTP bind | 102 | 98 | 95 | 96 | 98

By substructure: the compounds so far with a halogen
3) O=[N+]([O-])c1cccc(-c2nc(Oc3ccc(Cl)cc3)c3ccccc3n2)c1
5) O=C(Cn1cc(C(F)(F)F)ccc1=O)NC(c1ccccc1)c1ccccc1
10) Cc1cc(NC(=O)c2cc3nc(C4CC4)cc(C(F)(F)F)n3n2)no1
13) Cc1cc(C(=O)N/N=C/c2cccc(Cl)c2Cl)no1
14) O=C(C/C=N\OCc1ccc([N+](=O)[O-])cc1)Nc1ccc(Br)cc1
15) CC(=O)N1N=C(c2ccc(Cl)cc2)OC1c1ccc(C(C)C)cc1 (stereo unspecified)
18) CCOC(=O)N1CCC(NC(=O)c2ccc3c(Cl)c4c(nc3c2)CCCC4)CC1

Screen / compound no. | 3 | 5 | 10 | 13 | 14 | 15 | 18
Rab7 wt modul | 94 | 95 | 101 | 101 | 104 | 103 | 95
Rac1 act GTP bind | 102 | 98 | 98 | 102 | 90 | 101 | 97
Cdc42 wt GTP | 102 | 103 | 100 | 104 | 98 | 107 | 97
Mcl1-Noxa inh | 10 | 5 | 16 | -15 | 18 | -7 | 12
Rab2 wt GTP | 101 | 99 | 98 | 105 | 99 | 102 | 98
ABCG2 block | 4 | 5 | 6 | 2 | 20 | 2 | 9
ABCB1 inh | 0.3 | 0.7 | 0.5 | 0.1 | 1.6 | 0.3 | 2.5
Rac1 wt GTP bind | 102 | 105 | 100 | 105 | 101 | 107 | 99
Avidin fluor | 15 | 13 | 12 | 11 | 38 | 39 | 20
Pf gamet viab | . | -29 | . | . | 2 | 19 | .
HRas wt GTP bind | 103 | 100 | 100 | 103 | 97 | 105 | 98

Bioassay records deposited in PubChem BioAssay by several laboratories.
